KCNH2 3.1 inh: inhibitors of human KCNH2 3.1 potassium channel isoform | U2OS KCNH2 3.1, thallium flux FluxOr; stronger effect = lower value | activity change, % (tested at about 1.8 µM) | hit rate 0.95% among 340,000;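 active = maximum activity change below -70%; inconclusive = maximum activity change from -70% to -50%; inactive = maximum activity change above -50%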;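 note: thallium influx rate constant from kinetic fluorescence after stimulation buffer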
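Channel expression came from 3.1 mutant virus (1.77 x 10^8 /mL) applied to suspended U2OS cells for 4 h. Flux was tracked with FluxOr dye plus Red40 quencher, and kinetic rate constants normalized to controls.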
hERG WT inh: KCNH2 (human, wildtype) channel inhibition | Q12809 | U2OS, BacMam KCNH2, thallium flux FluxOr; stronger effect = lower value | activity change, % at 1.84 µM | hit rate 0.37% among 340,000 | AID 720551;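 active = maximum activity change below -70%; inconclusive = maximum activity change between -70% and -50%; inactive = maximum activity change above -50%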
Target sequence (Q12809 whole entry, looked up): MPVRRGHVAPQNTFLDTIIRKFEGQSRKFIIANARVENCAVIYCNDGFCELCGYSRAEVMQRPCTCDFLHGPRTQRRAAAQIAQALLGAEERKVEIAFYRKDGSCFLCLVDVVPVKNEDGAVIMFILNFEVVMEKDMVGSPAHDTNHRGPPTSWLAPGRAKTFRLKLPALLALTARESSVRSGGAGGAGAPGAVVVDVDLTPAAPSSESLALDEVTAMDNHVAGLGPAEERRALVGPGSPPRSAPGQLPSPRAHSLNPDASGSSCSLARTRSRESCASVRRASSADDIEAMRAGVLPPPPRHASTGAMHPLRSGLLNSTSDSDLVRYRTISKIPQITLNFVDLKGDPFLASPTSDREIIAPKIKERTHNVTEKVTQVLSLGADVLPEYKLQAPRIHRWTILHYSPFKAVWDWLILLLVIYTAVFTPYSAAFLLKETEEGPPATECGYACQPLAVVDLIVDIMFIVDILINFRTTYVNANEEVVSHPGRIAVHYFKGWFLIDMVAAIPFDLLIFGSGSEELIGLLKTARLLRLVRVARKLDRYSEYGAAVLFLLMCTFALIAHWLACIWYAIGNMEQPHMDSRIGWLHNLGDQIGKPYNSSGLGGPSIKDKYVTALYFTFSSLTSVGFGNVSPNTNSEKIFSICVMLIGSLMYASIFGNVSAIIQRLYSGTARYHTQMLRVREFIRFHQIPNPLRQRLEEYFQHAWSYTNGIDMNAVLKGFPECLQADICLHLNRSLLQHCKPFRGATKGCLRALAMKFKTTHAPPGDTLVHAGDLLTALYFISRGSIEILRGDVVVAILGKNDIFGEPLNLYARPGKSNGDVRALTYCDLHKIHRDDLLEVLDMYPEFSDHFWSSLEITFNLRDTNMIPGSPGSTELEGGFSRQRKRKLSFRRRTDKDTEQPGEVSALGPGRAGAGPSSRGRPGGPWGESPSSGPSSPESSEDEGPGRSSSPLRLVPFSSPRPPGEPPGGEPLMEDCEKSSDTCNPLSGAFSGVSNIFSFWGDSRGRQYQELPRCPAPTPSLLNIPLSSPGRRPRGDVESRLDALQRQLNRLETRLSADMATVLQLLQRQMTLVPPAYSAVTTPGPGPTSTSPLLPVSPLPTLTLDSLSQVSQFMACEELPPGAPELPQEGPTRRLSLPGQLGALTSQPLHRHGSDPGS
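U2OS cells were transduced with wild-type KCNH2 virus (2.03 x 10^8 / mL) for 4 h at room temperature, then cultured overnight at 37 C. Thallium flux was read with FluxOr dye. Rate constants were normalized to DMSO controls.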
Giardia killer: kills Giardia lamblia; activity change, % at 7.66 µM, hits read low; Giardia lamblia trophozoite viability; hit rate 0.15% among 340,000; in the data active = activity change below about -80%; inconclusive = between about -30% and that limit;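 note: parasites exposed to compound for two days anaerobically before the ATP read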
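Luminescence from cellular ATP indicates surviving trophozoites (100 cells/well) following 48 hrs anaerobic compound treatment at 37 deg C; signal develops 15-30 min at room temperature.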
* marks the source's active call; other numbers are inactive results; ? = inconclusive; [ ] = dose if it differs, or a comment. % is set by controls: 0 for no effect and ±100 for the full control effect.

Results follow in this order: hERG WT inh	KCNH2 3.1 inh	Giardia killer
CC(=O)Nc1ccc2c(c1)C(N1CC3CCC(CC3)C1)c1ccccc1-2 (stereo not drawn)
    -1	-9	-19
O=C(CSc1ncnc2c1oc1ccccc12)NCC1CCCO1 (stereo not drawn)
    -15	4	-9
O=C1OC(Oc2ccc(Br)cc2)(c2ccccc2)c2ccccc21 (stereo not drawn)
    2	-11	-1
COc1ccc(-c2csc(NC(C)c3nc4cc(Cl)c(N5CCCCC5)cc4n3CCOCCO)n2)cc1 (stereo not drawn)
    -14	-6	0
O=C(NCCO)/C(=C/c1ccco1)NC(=O)c1ccco1
    -5	3	-4
O=C1CCCCC1Nc1ccc([N+](=O)[O-])cc1 (stereo not drawn)
    10	10	-2
O=C1NC(=S)S/C1=C\c1cccc([N+](=O)[O-])c1
    -11	3	-10
O=c1[nH]c(=O)n(C2OC(CO)C(O)C2O)cc1F (stereo not drawn)
    12	10	3
CN(c1ccccc1)S(=O)(=O)c1ccc(NC(=O)c2ccc(F)cc2)cc1
    1	-4	-1
CCOC(=O)[C@@H]1CSCCS(=O)(=O)N1
    -24	1	-16
CC(C)c1ccc(NC(=O)C(c2ccccc2)N(C)C(=O)CCc2c[nH]c3ccccc23)cc1 (stereo not drawn)
    1	-17	-4
CC1(c2nnc(-c3cccc(Cl)c3)o2)CC(c2ccc(Cl)cc2)=NO1 (stereo not drawn)
    -2	-19	6
COc1cccc(OC)c1C(=O)Nc1ccncc1
    -6	21	-13
C=CC(=O)N1C/C(=C/c2ccc(F)cc2)C(=O)/C(=C\c2ccc(F)cc2)C1
    -11	-21	5
CC12CCC(=O)C=C1CCC1C2C(O)CC2(C)C1CCC2(O)C(=O)COC(=O)COCC(=O)O (stereo not drawn)
    3	4	3
CCc1cc(CNC(=O)c2cccc(OC3CCN(S(C)(=O)=O)CC3)c2)on1
    20	21	13
O=C1c2ccc(-c3nc4ccccc4o3)cc2C(=O)N1Cc1cccnc1
    2	15	9
C=C1[C@@H](O)[C@H](Cc2ccccc2)N(Cc2ccccc2Br)S1(=O)=O
    2	12	-7
O=C(c1cccc(S(=O)(=O)N2CCCC2)c1)N1CCN(S(=O)(=O)c2cccc(Cl)c2)CC1
    -5	17	-1
CCOC(=O)C1(CCOC)CCN(C/C=C/c2ccccc2OC)CC1
    6	-13	20
Cc1ccc(-c2csc(NCCc3nc4cc(Cl)c(Cl)cc4n3CCCO)n2)cc1
    8	-9	23
CCCNc1nc(C)cc(-c2cc(C(=O)Nc3ccccc3)on2)n1
    -2	5	-4
COc1cc(/C=C/C=C2/CC/C(=C/C=C/c3ccc(O)c(OC)c3)C2=O)ccc1O
    -21	-10	-3
COc1ccc(C(CNC(=O)C(C)Sc2ccccc2)N2CCOCC2)cc1 (stereo not drawn)
    6	-1	-10
O=C1C=C(c2ccccc2)CO1
    3	2	-15
CN(Cc1ccccc1)C(=O)COc1ccc2ccccc2c1
    -1	-17	0
O=[N+]([O-])c1ccc(C=NN=Cc2ccc([N+](=O)[O-])cc2)cc1
    -7	-11	12
COC(=O)c1ccccc1NC(=O)c1cc[n+](C)cc1
    1	-1	-7
Nc1ncc([N+](=O)[O-])cc1S(=O)(=O)c1ccccc1
    5	-13	-8
CC(Oc1ccc(Cl)cc1Cl)C(=O)NC(Cc1ccccc1)C(=O)O (stereo not drawn)
    2	-10	-11
CCOC(=O)c1[nH]c(C)c(/C(C)=N\O)c1C
    3	-4	-18
C#CCCOC(=O)N1C2=NC(C(=O)OC)=C(C(=O)OC)[C@@H]3N(C)c4ccccc4[C@]23C[C@H]1CO
    -13	-18	4
CCO[C@@H]1OC(C(=O)NCc2nc3ccccc3[nH]2)=C[C@H](c2coc3ccccc3c2=O)[C@H]1CCCO
    -3	4	11
Cc1ccc(N2C3=C(C(=O)CC(C)(C)C3)C(c3cn(C)nc3C)C3=C2CC(C)(C)CC3=O)cc1
    -11	17	-21
c1ccc(-n2nnnc2-c2cccc3ccccc23)cc1
    -7	16	18
FC(F)(F)c1ccc(-c2cccc3c2C2CC3CCN2Cc2ccccc2)cc1 (stereo not drawn)
    -1	53	3
Nc1cc(N)cc(-c2nc3ccccc3o2)c1
    -10	7	11
COc1ccc(NC(=O)N(C)C[C@H]2Oc3ccc(NS(=O)(=O)c4cn(C)cn4)cc3C(=O)N([C@H](C)CO)C[C@@H]2C)cc1
    0	-13	-14
O=C(O)C[C@H]1c2ccccc2S(=O)(=O)N1C1CCCCC1
    -18	0	-20
CN(C(=O)c1cccc(NC(=O)Cc2cccc(NC(=O)C3CCCN(C(=O)C4CC4)C3)c2)c1)C1CCC1 (stereo not drawn)
    -5	-45	17
COc1ccc(NC(=O)C(C)N2C(=O)c3ccccc3C2=O)c(OC)c1 (stereo not drawn)
    -5	-10	8
CC(Oc1ccccc1F)C(=O)NNC(=O)Cc1ccc(S(=O)(=O)N2CCOCC2)s1 (stereo not drawn)
    1	5	-11
CN(C)N1C(=O)C2C3C=CC(O3)C2C1=O (stereo not drawn)
    -4	-2	6
COc1ccccc1C1/C(=C(/O)c2cnn(-c3ccccc3)c2C)C(=O)C(=O)N1CCN(C)C (stereo not drawn)
    -3	6	-4
O=[N+]([O-])c1cc(F)cc(F)c1Nc1cc(F)cc(F)c1
    -7	4	12
O=[N+]([O-])c1ccc(NS(=O)(=O)c2ccccc2)c(Cl)c1
    -2	9	-16
NCCCC[C@H]1CN=C(N)N1CC1CCCCC1
    2	5	7
COC(=O)c1ccc(CN2CCC(Oc3ccc(C(=O)N4CCCCC4)cc3)CC2)cc1
    16	-8	4
CN(C)C(=S)N=c1ssc(=S)n1Cc1cccnc1
    3	-8	33[activator]
O=C(Nc1cccc2ccccc12)ON=C1CCCCC1
    9	32	1
C[n+]1cccc(C(=O)O)c1
    24	7	-8
O=C1NC(=O)N(c2ccc(Cl)cc2)C(=O)/C1=C/c1ccc2c(c1)CCN2Cc1ccccc1Cl
    -5	-13	8
NC(=N\N=CCc1ccccc1)/C(N)=N/N=CCc1ccccc1
    4	-19	2
Cc1ccc(S(=O)(=O)N2CCC[C@H]2C(=O)Oc2ccccc2)cc1
    1	-22	6
O=C(c1ccc(Br)cc1)c1coc2ccc(O)cc12
    -1	2	-5
CC1CCc2c(sc(NC(=O)c3noc4c3CCCC4)c2C(N)=O)C1 (stereo not drawn)
    -13	?	-3
Cc1cc(C=O)sc1[B-](F)(F)F
    -1	4	26
COc1ccc(-c2cn3c(C)c(C(=O)N4CCN(c5ccccc5)CC4)sc3n2)cc1
    -3	-12	2
Cc1ccc(S(=O)(=O)N2CCN(Cc3cccc(F)c3)CC2)cc1
    -19	-2	-13
c1ccc2c(c1)ccn2CCCN1CCCCC1
    13	2	-12

Next results follow.
Results follow in this order: hERG WT inh	KCNH2 3.1 inh	Giardia killer
O=C(CC1CCC1)Nc1cccc2c([N+](=O)[O-])cccc12
    -12	-6	5
C=C1C(=O)C23CCC4C(C)(C(=O)OC)CCCC4(C)C2CCC1(O)C3 (stereo not drawn)
    21	-31	-7
c1ccc(-c2ccc(-c3ccccc3)[nH]2)cc1
    -6	-7	-13
OCCOCCn1c(C(CO)Nc2nc(-c3ccc(F)cc3)cs2)nc2ccccc21 (stereo not drawn)
    5	7	-18
CN(C(=O)c1cccc(NC(=O)Cc2ccc(NC(=O)C3CCN(C(=O)C4CCC4)CC3)cc2)c1)C1CCCC1
    -1	-3	-14
CN1CCC(N(C)C(=O)c2ccc(Cl)c(S(=O)(=O)Nc3ccc(Cl)cc3)c2)CC1
    12	-4	-7
CC1(C)CSC(C)(C)C(=O)N1
    -8	9	-9
Cn1c(=O)c2[nH]c(CCC3CCCC3)nc2n(C)c1=O
    1	-13	0
Cc1ccc(Nc2ccncc2S(N)(=O)=O)cc1
    1	9	-1
O=S(=O)(Nc1cccnc1)c1cccnc1
    -1	-6	-9
COc1c(Cl)cc(Cl)cc1C(=O)Nc1ccccc1N1CCN(C(C)=O)CC1
    -32	-1	8
C#Cc1ccc([C@H]2C=C(C(=O)OCC=C)O[C@@H](OCc3ccc(CO)cc3)C2)cc1
    13	2	7
CC(NC(=O)Cc1ccc(S(=O)(=O)N2CCOCC2)s1)c1ccc(Cl)cc1Cl (stereo not drawn)
    -12	-5	-9
Cc1nn(C)c(C)c1NC(=O)CSc1nc(-c2ccccc2F)nc2c1cnn2-c1ccccc1
    2	-4	-23
Cc1ccc(NC(=O)C2CCN(S(=O)(=O)c3ccc(C(C)(C)C)cc3)CC2)cc1S(=O)(=O)N1CCOCC1
    -7	-5	4
O=C(Nc1ccn(CCCNCc2ccc3c(c2)OCO3)c(=O)n1)OCc1ccccc1
    10	-33	-16
CCCCN1C=C(C(=O)OCC)C(=O)CC1
    -7	-1	-2
C#CCSc1nnc(C)c(C)n1
    5	5	-10
COc1ccc(C(=O)Nc2ccc(S(=O)(=O)N(C)c3ccccc3)cc2)cc1
    -4	17	-2
CC(=O)c1sc2c(c1OC(=O)c1ccccc1)c(=O)n(-c1ccccc1)c(=S)n2-c1ccccc1
    -5	0	-12

Exported as labelled records: part of the list above.
molecule: O=C1c2ccc(-c3nc4ccccc4o3)cc2C(=O)N1Cc1cccnc1
  hERG WT inh = 2	KCNH2 3.1 inh = 15	Giardia killer = 9

molecule: C=C1[C@@H](O)[C@H](Cc2ccccc2)N(Cc2ccccc2Br)S1(=O)=O
  hERG WT inh = 2	KCNH2 3.1 inh = 12	Giardia killer = -7

molecule: O=C(c1cccc(S(=O)(=O)N2CCCC2)c1)N1CCN(S(=O)(=O)c2cccc(Cl)c2)CC1
  hERG WT inh = -5	KCNH2 3.1 inh = 17	Giardia killer = -1

molecule: CCOC(=O)C1(CCOC)CCN(C/C=C/c2ccccc2OC)CC1
  hERG WT inh = 6	KCNH2 3.1 inh = -13	Giardia killer = 20

Continued:
Results follow in this order: hERG WT inh	KCNH2 3.1 inh	Giardia killer
COc1ccc(C(=O)OCC(=O)Nc2cccc(S(=O)(=O)NC3=NCCCCC3)c2)cc1[N+](=O)[O-]
    29	12	-6
CSc1nc(Cl)c(Br)c(Nc2c[nH]c(=O)[nH]c2=O)n1
    3	6	-10
NC(CS(=O)O)C(=O)O (stereo not drawn)
    4	-12	-4
CSc1nc(O)c(Nc2ccccc2)c(=O)[nH]1
    3	2	19
Nc1nnnn1-c1cccc([N+](=O)[O-])c1
    39	0	-17
CCCCOc1ccc(SCCCN2CCOCC2)cc1
    6	-1	-24
Oc1c(CN2CCOCC2)cc(CN2CCOCC2)c(O)c1O
    -2	4	5
CSc1ccc(S(=O)(=O)NCC(=O)OCC(=O)N(C)CC(=O)Nc2ccc(F)cc2)cc1[N+](=O)[O-]
    11	-20	58[activator]
O=Nc1c2cc3ccccc3[nH]c-2c2ccccc12
    -9	-9	-5
Nc1nc(-c2ccccc2)nc(-c2ccccc2O)n1
    -4	10	-4
Oc1ccc2ccccc2c1CNc1ccc2ccccc2c1
    -10	-10	-5
COC(=O)C1=C(C)NC(C)=C(C(=O)O[C@@H]2CCCN(Cc3ccccc3)C2)[C@@H]1c1cccc([N+](=O)[O-])c1
    -19	-9	11
COc1cc2cncc(Cc3ccccc3)c2cc1O
    -10	3	12
c1cc(-c2cc3cc(N4CCOCC4)ccc3o2)cs1
    0	-2	?
O=C(Nc1ccccc1N1CCCCC1)c1ccc(-c2cc(Cl)ccc2Cl)o1
    -6	-11	18
CCCC(=O)N1CCN(c2ccc(NC(=O)c3ccc(N4CCCC4)c([N+](=O)[O-])c3)cc2Cl)CC1
    5	-16	3
CC(C)CC(=O)N1CC=CC[C@@H](c2ccc(Cl)cc2)N(Cc2ccc(Cl)cc2)C(=O)[C@@H]1Cc1ccccc1
    -3	17	-2
O=C1CCCN1CCc1cccc2ccccc12
    0	27	-9
O=C(Cc1ccccc1)c1ccccn1
    2	-9	-12
COc1cccc(CC(NC(C)=O)C(=O)NC2CCN(c3c4c(nc5ncnn35)CCC4)CC2)c1 (stereo not drawn)
    4	3	-6
Cc1ccc2nc(CSc3nnc(-c4ccco4)n3-c3ccccc3)cc(=O)n2c1
    -3	1	22
NCC1CCN(c2nc3ccccc3c3c2CCCC3)CC1
    -1	-4	-10
CC(=O)Nc1cccc2cc(O)ccc12
    -7	9	-24
COc1ccc(C(=O)NCC(C)(C)N2CCOCC2)cc1S(=O)(=O)NCc1ccc(Cl)cc1
    45	-19	-17
CSc1nnc(Cn2c(=O)sc3ccccc32)n1-c1ccccc1C
    1	9	-7
CC(C)C[C@@H](CNCC(=O)[C@H](C)NC(=O)c1[nH]cnc1C(=O)N[C@@H](C)CN)NC(=O)c1nc[nH]c1C(=O)N[C@@H](C)C(=O)O
    2	-3	26
Cn1c2ccccc2c(=O)c2c(=O)n(-c3ccc(F)cc3)c(C3CCCCC3)nc21
    -1	9	-15
O=c1[nH]cnc2c1ncn2-c1ccc(Cl)cc1
    -3	-6	-11
CCOCCCn1c(SCC(=O)Nc2oc(C)c3c(C)n[nH]c(=O)c23)nc2ccccc2c1=O
    3	-32	-15
O=C(C=Cc1ccccc1)N1CCCCC1
    0	22	2

Bioassay records (PubChem BioAssay)

A portion of the library; rates above refer to the full screens.
